Mito fusion act: inhibitors of mitochondrial division or activators of mitochondrial fusion. S. cerevisiae fusion-defective mutant growth rescue, CellTiterGlo 48 h. Potency, µM (titrated, usually from 46.1 µM), for the others: top-dose growth rescue (activation), usual class: activators. hit rate 0.23% among 320,000;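 note: potency is the fitted concentration of half-maximal effect; % of control where 0% means no effect; nearly all actives have a fitted effect of over 45% in size; temperature-sensitive fusion mutants such as fzo1-1 at 37 °C on non-fermentable ethanol glycerol medium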
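S. cerevisiae fusion-defective temperature-sensitive mutants (e.g. fzo1-1, mgm1-5) grown 48 h at 37C in YPEG (ethanol/glycerol non-fermentable) medium with 23 nl compound per well; growth rescue read as CellTiterGlo luminescence.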
ELG1 repair inh: ELG1-dependent DNA repair inhibition | hit rate 2.3% among 330,000 | Potency, µM (titrated, usually from 46.1 µM), inactives show at the top dose activity change, negative = inhibition, actives largely listed as inhibitors | AID 504467 | HEK293T ELG1-luciferase reporter, luminescence, 16 h; DNA damage induced by 5-fluorouridine; note: potency is the fitted concentration of half-maximal effect; % is set by controls: 0 for no effect and ±100 for the full control effect; nearly all actives have a fitted effect of over 55% in size
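In this reporter screen, reduction of luminescence relative to DMSO vehicle indicated activity. Compounds and 5-fluorouridine were added together to 2,000 cells per well, incubated for 16 hr at 37 °C, then developed with ONE-Glo.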
Integrin act MD: activators of alpha7 integrin expression for muscular dystrophy; alpha7betagal myoblasts, beta-gal FDG fluorescence, 48 h; Potency, µM (titrated, usually from 38.3 µM), inactives show at the top dose activation, actives largely listed as activators; hit rate 0.064% among 350,000; AID 624291;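 note: potency is the fitted concentration of half-maximal effect; 100% = response of the positive control SU9516; nearly all actives have a fitted effect of over 60% in size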
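Alpha7betagal+/- myoblasts (passage 13) were plated 16-24 hr, then exposed to compounds (1:260 dilution of DMSO stock) for 48 hours at 37C. After MPER lysis, β-galactosidase reporter activity was read as FDG fluorescence (ex 480/em 540) after 30 minutes.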
A-T KAP1 phos: candidate therapy for ataxia-telangiectasia | AID 485349 | […] A-T fibroblasts, KAP-1 phosphorylation AlphaLISA; neocarzinostatin DNA damage 30 min before lysis | Potency, µM (doses to about 57.5 µM), without a hit: at the highest dose activation, most hits filed as activators | hit rate 0.19% among 320,000; note: potency is the fitted concentration of half-maximal effect; % of control where 0% means no effect; nearly all actives have a fitted effect of over 45% in size
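ATM-like activity read as KAP-1 phosphorylation via AlphaLISA donor/acceptor antibody pairs after lysis and 6 hr at 25C. Cells were ATM-null patient fibroblasts ([…], hTERT), dosed 60 min, then exposed to the DSB inducer NCS for 30 min.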
Tb PFK inh: blocks T. brucei phosphofructokinase; AID 485367; O15648; hit rate 0.17% among 330,000; T. brucei PFK, ADP-Glo luminescence; Potency, µM (series often up to 57.5 µM), for inactives: at the highest dose activity, negative = inhibition, hits mostly inhibitors;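 note: potency is the fitted concentration of half-maximal effect; 0% = uninhibited 1x PFK enzyme wells and -100% = no-enzyme wells; nearly all actives have a fitted effect of over 60% in size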
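Activity is normalized to no-enzyme wells (full inhibition) and 1.25 nM enzyme wells (no inhibition). Reaction: 0.5 mM F6P, 0.1 mM ATP, 45 min RT, ADP-Glo luminescence; concentration-response curves fitted and classed by quality.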
TSHR antagonist: antagonists of human thyroid stimulating hormone receptor; TSHR-expressing cells, TSH-stimulated cAMP HTRF, 2 h; stronger effect = lower value; activity change, negative = inhibition, % at 11.5 µM; hit rate 0.2% among 330,000;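 active = activity change below a set negative limit, meaning inhibition stronger than a set level, cut at about -70% in these data; inconclusive = activity change between two set negative limits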; note: % is set by controls: 0 for no effect and ±100 for the full control effect
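Cell-based HTRF cAMP assay; TSHR cells + compound, TSH EC80 (4nM final), 2 h, 37 deg C. Lysis with anti-cAMP cryptate and cAMP-d2, 30 min RT, read 665/620 nm.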
Eya2 inh: Eya2 (human) phosphatase inhibition. Potency, µM (series often up to 76.9 µM), inactives show at the highest dose activity, negative = inhibition, most hits filed as inhibitors. O00167. hit rate 0.006% among 330,000. recombinant Eya2, OMFP fluorescence dephosphorylation (OMFP is methylfluorescein phosphate); note: potency is the fitted concentration of half-maximal effect; % is set by controls: 0 for no effect and ±100 for the full control effect
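Eya2 protein (added as 0.2 uM solution) was preincubated with compound for 10 min at ambient temperature in 50 mM HEPES pH 7.5, 50 mM NaCl, 5 uM MgCl2, 0.05% BSA, 1 mM DTT. OMFP (added at 50 uM) then reacted 10 min; fluorescence read at 485/525 nm.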
TSG101-PTAP inh: blocks PTAP/TSG101 interaction to inhibit HIV-1 budding. Fluorescence polarization, FITC-PTAP peptide / Tsg101 binding. Q99816. 340,000 tested, under 10 active. Potency, µM (titrated, usually from 115 µM), without a hit: at the highest dose activity change, negative = inhibition, usual class: inhibitors; active = well fitted inhibition curve with a large enough effect in the main read-out, with a control signal flat, not every such curve was filed as active; inconclusive = small, poorly fitted or top-dose-only effect, or effect the other way, or a change in a side signal; inactive = no such curve, though single readings can be large or run the other way; note: potency is the fitted concentration of half-maximal effect; % of control where 0% means no effect
Target sequence (Q99816 whole entry, looked up): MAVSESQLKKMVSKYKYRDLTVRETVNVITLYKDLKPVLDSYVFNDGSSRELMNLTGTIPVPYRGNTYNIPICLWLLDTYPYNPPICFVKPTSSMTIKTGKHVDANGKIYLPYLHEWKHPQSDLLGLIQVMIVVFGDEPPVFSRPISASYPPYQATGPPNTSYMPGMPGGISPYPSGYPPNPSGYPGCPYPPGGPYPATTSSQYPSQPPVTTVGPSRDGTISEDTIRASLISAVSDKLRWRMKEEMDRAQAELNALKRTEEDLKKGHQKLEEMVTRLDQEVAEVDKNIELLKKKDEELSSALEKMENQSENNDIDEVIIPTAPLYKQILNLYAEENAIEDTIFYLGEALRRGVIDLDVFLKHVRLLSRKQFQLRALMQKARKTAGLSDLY
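FP read-out: FITC-PTAP peptide, 50 nM final, binding Tsg101 binding domain, 10 uM final; 20 min, r.t.; 10 mM HEPES pH 7.5, 0.15 M NaCl, 0.01% Tween 20, 3 mM EDTA, 0.1 mM TCEP.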
S-ASM inh: human S-ASM enzyme inhibition | hit rate 0.006% among 340,000 | P17405 | Potency, µM (titrated, usually from 57.5 µM), for inactives: at the top dose activity change, negative = inhibition, hits mostly inhibitors | AID 504937 | placental ASM, HMU-PC fluorogenic substrate, 60 min; note: potency is the fitted concentration of half-maximal effect
Target sequence (P17405 47-631 limits assumed): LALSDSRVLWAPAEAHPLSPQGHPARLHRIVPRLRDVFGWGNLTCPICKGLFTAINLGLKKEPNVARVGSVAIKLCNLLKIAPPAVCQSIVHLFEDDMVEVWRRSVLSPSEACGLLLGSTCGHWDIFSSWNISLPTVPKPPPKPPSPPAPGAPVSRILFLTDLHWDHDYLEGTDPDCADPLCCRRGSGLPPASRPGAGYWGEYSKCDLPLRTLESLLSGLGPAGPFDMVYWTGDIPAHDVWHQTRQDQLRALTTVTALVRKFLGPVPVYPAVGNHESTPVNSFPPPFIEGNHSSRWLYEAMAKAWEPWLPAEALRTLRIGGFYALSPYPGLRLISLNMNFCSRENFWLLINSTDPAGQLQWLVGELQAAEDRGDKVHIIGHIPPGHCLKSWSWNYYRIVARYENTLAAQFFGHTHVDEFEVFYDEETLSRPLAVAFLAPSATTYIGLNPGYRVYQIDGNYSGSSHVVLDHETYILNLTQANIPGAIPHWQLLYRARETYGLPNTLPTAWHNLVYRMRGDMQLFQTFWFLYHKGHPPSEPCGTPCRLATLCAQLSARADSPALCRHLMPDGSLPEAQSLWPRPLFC
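Human placenta-derived ASM preincubated with compound 10 min at room temperature, then reacted with 9 uM (final) fluorogenic HMU-PC substrate for 60 min at 37 C. Stop solution raises pH to 10; fluorescence read at Ex 386/Em 447 nm.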
BCR signal inh: chronic active BCR signaling inhibition; ABC-DLBCL IkBa-CBG/CBR reporter, luminescence ratio, 4 h; Potency, µM (titrated, usually from 46.1 µM), for inactives: at the highest dose ratio change, negative = lower green/red ratio, usual class: inhibitors; hit rate 0.05% among 340,000; AID 493014; active = well fitted inhibition curve with a large enough effect in the signal ratio, with a control signal flat, not every such curve was filed as active; inconclusive = small, poorly fitted or top-dose-only effect, or effect the other way, or a change in a side signal; the % refers to the signal ratio;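 note: potency is the fitted concentration of half-maximal effect; plate controls were basal doxycycline-induced cells for no effect and cells given 10 µM MG132 for full effect; MG132 reads +100%, hits lower the ratio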
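TMD8 ABC-DLBCL cells carrying doxycycline-inducible green luciferase fused to IkappaBalpha plus unfused red luciferase were exposed to compounds (up to 46 uM) for 4 hrs at 37C. Activity came from the overlap-corrected green/red luminescence ratio.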
TCR activator: activators of T cell receptors; Potency, µM (highest dose often 9.22 µM), without a hit: top-dose activation of IL-2 secretion, actives largely listed as activators; primary human leukocytes, anti-CD3, IL-2 HTRF, 48 h; 330,000 tested, under 10 active; AID 504894; note: % of control where 0% means no effect
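Activity was scored as IL-2 release from primary human leukocytes given only a TCR signal (a-CD3 beads) plus compound for 48 hr. Detection used a two-antibody HTRF format read at 665nm.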
* marks the source's active call; other numbers are inactive results; ? = inconclusive; nt = no result given; & = joins results of further samples; [ ] = another dose, or the depositor's remark. Unless noted, calls come from the whole dose curve; as a rule, active = well fitted curve in the direction sought with a large enough effect; inconclusive = small, poorly fitted or top-dose-only effect, or another doubt; inactive = no such curve, though single readings can be large; an effect the other way counts as inactive or inconclusive.

SMILES	Mito fusion act	ELG1 repair inh	Integrin act MD	A-T KAP1 phos	Tb PFK inh	TSHR antagonist	Eya2 inh	TSG101-PTAP inh	S-ASM inh	BCR signal inh	TCR activator
Cc1ccc(Nc2nc(C3CC3)cs2)cc1	2%	?	nt	3%	4%	-2	-2%	nt	nt	19%	-4%[46.1 µM]
CN(CC(=O)Nn1cnnc1)S(=O)(=O)c1cc(Cl)ccc1Cl	-5%	2%	7%	8%	2%	4	16%	-6%	-1%	-10%	-3%
COc1cc(NS(=O)(=O)c2ccc(NC(=O)COc3ccccc3Cl)cc2)nc(OC)n1	0%	4%	23%	nt	-28%	36	15%	-14%	-14%	2%	-5%
Clc1ccc(-n2nnc(-c3cccnc3)n2)cc1Cl	-3%	?	17%	-1%	-5%	20	13%	-1%	0%	-19%	3%
O=C(CSc1nc2ccccc2c(=O)n1Cc1ccco1)NCCN1C(=O)CSC1=O	-1%	6%	-3%	4%	0%	9	-2%	-2%	-2%	-2%	3%
CN(CCC#N)CC(=O)Nc1ccc(NC(=O)CN(C)CCC#N)cc1	-1%	4%	4%	11%	-1%	21	-5%	-1%	2%	0%	-4%
COc1cc(CC(NC(C)=O)C(=O)NC2CCN(S(=O)(=O)c3ccc(NC(C)=O)cc3)CC2)cc(OC)c1 (stereo not given)	-5%	27%	4%	-2%	6%	0	-12%	-1%	4%	4%	-2%
Cc1ccc(NC(=O)COC(=O)CN2CCCCCC2=O)cc1C	-2%	2%	-4%	-1%	3%	0	8%	-3%	8%	2%	5%
CC1CCN(S(=O)(=O)c2cccc(C(=O)Nc3nncs3)c2)CC1	-3%	-16%	8%	9%	-12%	16	11%	-2%	nt	-2%	0%
COC(=O)CCNC(=O)c1ccc2nc(Cc3ccc(OC)c(OC)c3)oc2c1	4%	?	19%	4%	1%	-8	-3%	0%	4%	1%	5%
COc1ccccc1C(=O)NC(=O)CSc1nnc2ccccn12	nt	24%	44%	0%	9%	8	-9%	1%	-1%	2%	-11%
Cc1c(NC(=O)/C(C#N)=C/c2c(N3CCCCC3)nc3ccccn3c2=O)c(=O)n(-c2ccccc2)n1C	5%	-2%	-30%[inhibitor]	-3%	0%	-3	2%	0%	13%	?	2%
CCCCn1c(N)c(N(CC(C)C)C(=O)CCNC(=O)c2ccccc2Cl)c(=O)[nH]c1=O	-1%	10%	23%	-5%	9%	6	-8%	0%	7%	-1%	2%
COc1ccc(CCNC(=O)CCN2C(=O)[C@@H]3Cc4ccccc4CN3C2=O)cc1	-3%	-16%	?	1%	12%	0	15%	-1%	142%	6%	0%
O=c1c2c(ncn1CCO)nc1n2CCC1	-4%	2%	-18%	1%	-3%	-2	0%	-6%	3%	19%	-4%[46.1 µM]
COc1ccc(CCn2c(=O)[nH]c3cc(C(=O)N4CCN(c5ccccc5)CC4)ccc3c2=O)cc1OC	-9%	?	-77%[inhibitor]	8%	-4%	-4	-13%	-4%	-5%	14%&-23%	-3%
COc1ccc(NC(=O)CSc2nnc(C(C)C)n2N)cc1	1%	11%	-5%	-5%	-15%	13	15%	0%	3%	14%	-3%
CC(=O)c1c(C)[nH]c(C(=O)OCC(=O)NCc2ccc(Cl)cc2)c1C	1%	?	-1%	-3%	5%	16	9%	-5%	-3%	?	0%
CCN(Cc1ccccc1)S(=O)(=O)c1cn(C)cn1	1%	?	7%	-3%	2%	6	7%	0%	6%	-5%	2%
CCOc1ccc(C(C(=O)NC2CCCCC2)N(C(=O)c2ccccn2)c2cccnc2)cc1 (stereo not given)	13%	-20%	-9%	12%	1%	21	2%	-3%	4%	0%	3%

Entries of single compounds, quoted from the list:
CCN(Cc1ccccc1)S(=O)(=O)c1cn(C)cn1 reads Mito fusion act = 1%; ELG1 repair inh = ?; Integrin act MD = 7%; A-T KAP1 phos = -3%; Tb PFK inh = 2%; TSHR antagonist = 6; Eya2 inh = 7%; TSG101-PTAP inh = 0%; S-ASM inh = 6%; BCR signal inh = -5%; TCR activator = 2%
COc1ccccc1C(=O)NC(=O)CSc1nnc2ccccn12 reads Mito fusion act = nt; ELG1 repair inh = 24%; Integrin act MD = 44%; A-T KAP1 phos = 0%; Tb PFK inh = 9%; TSHR antagonist = 8; Eya2 inh = -9%; TSG101-PTAP inh = 1%; S-ASM inh = -1%; BCR signal inh = 2%; TCR activator = -11%
CCCCn1c(N)c(N(CC(C)C)C(=O)CCNC(=O)c2ccccc2Cl)c(=O)[nH]c1=O reads Mito fusion act = -1%; ELG1 repair inh = 10%; Integrin act MD = 23%; A-T KAP1 phos = -5%; Tb PFK inh = 9%; TSHR antagonist = 6; Eya2 inh = -8%; TSG101-PTAP inh = 0%; S-ASM inh = 7%; BCR signal inh = -1%; TCR activator = 2%

Next part
SMILES	Mito fusion act	ELG1 repair inh	Integrin act MD	A-T KAP1 phos	Tb PFK inh	TSHR antagonist	Eya2 inh	TSG101-PTAP inh	S-ASM inh	BCR signal inh	TCR activator
c1ccc2c(N3CCCCC3)nc(N3CCCC3)nc2c1	-7%	?	-64%[inhibitor]	22%	-1%	11	0%	-1%	nt	?	nt
Cc1nc2cc(-c3ccc(Br)cc3)[nH]n2c(=O)c1Cl	-1%	?	17%	3%	0%	-13	0%	-4%	0%	?	1%
CC(/C=N\NC(=O)c1cc(C)oc1C)=C\c1ccccc1	-4%	?	12%	4%	0%	-5	3%	-3%	-1%	?	6%[46.1 µM]
Cc1ccsc1C(=O)OCC(=O)NCc1ccco1	2%	?	22%	-3%	6%	-3	0%	-1%	0%	-1%	nt
O=C(CN1C(=O)NC2(CCSC2)C1=O)N1CCN(c2ccc(F)cc2)CC1 (stereo not given)	-3%	-9%	-12%	7%	3%	9	-7%	-2%	4%	0%	3%
CCOCCCn1c(C)nc2c(c1=O)c1nc3ccccc3nc1n2-c1ccc2c(c1)OCCO2	-4%	?	-1%	-1%	0%	-12	6%	-2%	11%	6%	-2%
CC(C)C[C@@H](COc1ccccc1)N1CCN(C)CCC1=O	-1%	0%	-1%	-6%	1%	-11	-8%	-5%	6%	1%	6%
OCCN1CCN(c2ncnc3scc(-c4ccc(F)cc4)c23)CC1	-2%	?	8%	-11%	1%	12	8%	1%	-3%	?	0%
COc1ccccc1C(=O)c1nc2ccccc2n1C	0%	21%	-14%	7%	1%	26	-16%	-5%	1%	-1%	-6%
COc1ccc(S(=O)(=O)N2CCOCC2)cc1NC(=O)c1sccc1C	8%	-3%	4%	11%	0%	-6	2%	-1%	2%	-2%	-5%
O=C(CCNC(=O)c1ccco1)Nc1cccc(C(F)(F)F)c1	2%	-2%	16%	-3%	-4%	5	5%	0%	1%	?	5%
Cc1cc(SCC(=O)NCCCN2CCCC2=O)nc2ccccc12	0%	?	-2%	16%	-7%	14	-1%	3%	1%	2%	-3%
Cc1ccc(CNC(=O)c2ccccc2N(C)S(C)(=O)=O)cc1	2%	4%	-20%	0%	-4%	-7	4%	-1%	3%	0%	-7%

In a second layout: 3 of the compounds above.
Screens in order – Mito fusion act, ELG1 repair inh, Integrin act MD, A-T KAP1 phos, Tb PFK inh, TSHR antagonist, Eya2 inh, TSG101-PTAP inh, S-ASM inh, BCR signal inh, TCR activator
O=C(CCNC(=O)c1ccco1)Nc1cccc(C(F)(F)F)c1
  2%, -2%, 16%, -3%, -4%, 5, 5%, 0%, 1%, ?, 5%
c1ccc2c(N3CCCCC3)nc(N3CCCC3)nc2c1
  -7%, ?, -64%[inhibitor], 22%, -1%, 11, 0%, -1%, nt, ?, nt
COc1ccccc1C(=O)c1nc2ccccc2n1C
  0%, 21%, -14%, 7%, 1%, 26, -16%, -5%, 1%, -1%, -6%
